# CCT modulator = High-Throughput Screening for Modulators of Cytosolic Chaperonin Activity | purified chaperonin ATPase assay, HTRF ADP detection, 30 min | activity change, % (no concentration beside the values), hits read low | hit rate 0.3% among 360,000 | AID 651819, 2012; in the data active = activity change below about -30%; also: % is scaled to controls: 0 for no effect and ±100 for the full control effect
#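 ATPase activity: ADP formed was measured by HTRF Transcreener (665/615 nm ratio) after 30 min at 37 deg C with 10 uM ATP. Compounds screened at one 76 uM concentration against 40 or 20 nM TRiC in Tris pH 7.4/KCl/MgCl2/DTT buffer.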
# A549 viability = Nrf2 qHTS screen for inhibitors: counterscreen for cytotoxicity; A549 ARE-Fluc cells, CellTiter-Fluor viability, 18-24 h; Potency, µM (doses to about 46 µM), without a hit: at the highest dose activity change, negative = cytotoxicity, usual class: inhibitors; hit rate 0.16% among 390,000; also: potency is read from the fitted curve at half-maximal effect; % is scaled to controls: 0 for no effect and ±100 for the full control effect
#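 Cytotoxicity counterscreen: CellTiter-Fluor fluorescence was measured in A549 ARE_Fluc cells after 18-24 h of compound exposure in a concentration series. The subsequent BugLite luminescent read reports ARE-luciferase activity.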
# TGFb SMAD3 inh = qHTS for Inhibitors of TGF-b; Potency, µM (series often up to 46.1 µM), inactives show top-dose activity, negative = inhibition, usual class: inhibitors; hit rate 1.2% among 410,000; HepG2 CAGA-GFP TGF-b/SMAD3 reporter, GFP fluorescence, 18 h; TGF-beta stimulated, 500 pg/mL final; AID 588855, 2011; also: potency is read from the fitted curve at half-maximal effect; % is scaled to controls: 0 for no effect and ±100 for the full control effect; nearly all actives have a fitted effect of over 65% in size
#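 First, reporter cells (HEPG2 CAGA-GFP) rested 2 h at 37 degrees C. Next, compounds were pinned in and TGF-beta added to 500 pg/mL final. After 18 h, GFP was imaged per cell and summed per well.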
# Abeta rescue = qHTS for compounds that reverse cellular toxicity of Amyloid beta (A-beta) peptide in yeast: Primary Screen; hit rate 0.063% among 410,000; yeast expressing A-beta42, growth rescue, OD600, 48 h; response scale: 0% DMSO, 100% iron-clioquinol control; Potency, µM (doses to about 46.1 µM), for the others: top-dose growth rescue, actives largely listed as activators; also: potency is read from the fitted curve at half-maximal effect; nearly all actives have a fitted effect of over 55% in size
#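 Yeast A-beta toxicity model in growth medium with pinned compounds, 48 h at 30 C; growth read as absorbance at 600 nm. Normalized to FeCl3/clioquinol equimolar mix (positive) and DMSO (negative).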
# HepG2 tox = qHTS for Inhibitors of TGF-b: Cytotox Counterscreen | HepG2 CAGA-GFP viability, ATP luminescence, 18 h | Potency, µM (doses to about 46.1 µM), without a hit: at the highest dose activity change, negative = cytotoxicity, hits mostly cytotoxic | hit rate 0.76% among 410,000 | AID 588856, 2011; also: potency is read from the fitted curve at half-maximal effect; some results filed as inactive show a strong effect at the top dose
#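 HepG2 CAGA-GFP cells (1000/well, DMEM with 1% FBS) received compound, then TGF-beta at 500 pg/mL final, and were incubated 18 hours at 37 degrees C. Viability was read by CellTiter-Glo luminescence. Media-only wells were set as complete cell-killing and DMSO as no toxicity.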
# Nrf2 ARE act = qHTS of Nrf2 Activators. AREc32 ARE-luciferase reporter (MCF7-derived line), luminescence, 24 h. Potency, µM (series often up to 46.1 µM), without a hit: at the highest dose activation, actives largely listed as activators. hit rate 0.31% among 410,000. AID 624171, 2012; also: potency is read from the fitted curve at half-maximal effect; % of control where 0% means no effect; nearly all actives have a fitted effect of over 65% in size
#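 ARE activation measured as luciferase luminescence (Steady-Glo, 30 min RT) in AREc32_Fluc cells after 24 hr compound exposure at 37 deg C, 5% CO2; cells seeded overnight at 1000/well in OPTI-MEM, 5% FBS.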
# MmCpn inh = Inhibitors of TCP-1 ring complex (TRiC) of Methanococcus maripaludis (MmCpn): qHTS | Chaperonin Mm-Cpn (Methanococcus maripaludis) | purified Mm-Cpn ATPase, ADP Transcreener TR-FRET | Potency, µM (doses to about 76.9 µM), for inactives: at the top dose activity, negative = inhibition, actives largely listed as inhibitors | hit rate 0.031% among 330,000 | AID 504842, 2011; also: potency is read from the fitted curve at half-maximal effect; % is scaled to controls: 0 for no effect and ±100 for the full control effect; nearly all actives have a fitted effect of over 80% in size
#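 Eu-cryptate anti-ADP/ADP-d2 competition gives a ratio inversely related to ADP. Enzyme at 25 nM was pre-exposed to compound for 10 min, then given 10 uM ATP for 30 min, 37°C throughout.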
# pAkt inh = HTS Assay for Inhibitors of Akt Phophorylation: Primary Screen | activity change, % for hits at 50 µM | hit rate 0.32% among 360,000 | Neuro2A IGF-stimulated pAkt S473 HTRF, 20 min; active compounds read low | AID 651550, 2012; in the data active = activity change below about -80%; inconclusive = mostly about -51% to -80%; also: % is scaled to controls: 0 for no effect and ±100 for the full control effect
#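 Neuro2A cells in DMEM with 0.5% FBS, overnight at 37 deg C, given compound at single 50 µM final, then IGF (6 nM final) for 20 min at 37 deg C. Lysed; phospho-Akt Ser473 by HTRF after 24 h, 665/615 ratio.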
# Nrf2 inh = Nrf2 qHTS screen for inhibitors. A549 ARE-Fluc reporter, luciferase luminescence, 18-24 h. Potency, µM (series often up to 46 µM), without a hit: at the top dose activity change, negative = inhibition, hits mostly inhibitors. hit rate 2.1% among 360,000; also: potency is read from the fitted curve at half-maximal effect; % is scaled to controls: 0 for no effect and ±100 for the full control effect; nearly all actives have a fitted effect of over 60% in size
#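 In this cell-based qHTS, ARE-driven firefly luciferase in A549 cells reports Nrf2 activity; the luminescent signal after BugLite lysis is the measured value, with a prior CellTiter-Fluor read for cell health.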
# Active calls of the source: *; i = inactive; ? = inconclusive; · = no result given; [ ] = remark or other dose. Unless noted, calls follow the shape of the dose curve; as a rule, active = well fitted curve in the direction sought with a large enough effect; inconclusive = small, poorly fitted or top-dose-only effect, or another doubt; inactive = no such curve, though single readings can be large; an effect the other way counts as inactive or inconclusive.
SMILES,CCT modulator,A549 viability,TGFb SMAD3 inh,Abeta rescue,HepG2 tox,Nrf2 ARE act,MmCpn inh,pAkt inh,Nrf2 inh
CCC(=O)Nc1cc2[nH]c(=O)cc(C)c2cc1C,-1.9,0%,20%,19%,-5%,-0.8%,0%,i,?
Cc1[nH]nc(SCC(=O)N2CCCC2)c1[N+](=O)[O-],0.1,-24%,14%,·,-5%,0.6%,1%,i,-18%
O=S(=O)(NCCc1csc2nc(-c3ccccc3)nn12)c1ccc(Oc2ccccc2)cc1,·,-24%,-25%,16%,-15%,0.0%,·,·,·
COC(=O)c1nn(-c2ccc(-c3ccccc3)cc2)cc1O,0.1,-5%,10%,-18%,0%,0.0%,0%,i,?
O=C(COC(=O)c1ccc(Cl)nc1)Nc1ccc(N2CCCCC2)cc1,-3.6,2%,23%,-11%,2%,0.3%,-1%,i,?
COc1ccc(S(=O)(=O)N2CCCC(C(=O)N3CCOCC3)C2)cc1Cl (stereo not drawn),-0.4,9%,6%,-5%,11%,0.1%,1%,i,0%
O=C(OCC(=O)N1CCc2ccccc21)c1cncc(Br)c1,-5.5,0%,-15%,-4%,5%,-0.4%,-15%,i,-3%
COc1cc([N+](=O)[O-])cc2cc(C(=O)N3CCN=C3c3ccccc3)c(=O)oc12,1.1,-4%,-6%,2%,9%,-0.6%,-1%,i,0%
COCC(C)NS(=O)(=O)c1ccc(C(=O)NC(Cc2ccccc2)c2ccccc2)cc1 (stereo not drawn),1.3,6%,-4%,5%,-12%,1.7%,2%,i,-1%
Nc1cccc(C(=O)N/N=C/c2ccsc2)c1,0.8,10%,5%,-14%,-48%,2.8%,-2%,i,?
CCOc1ccc(NC(=O)CCSc2nc(-c3ccc4c(c3)OCO4)cc(C(F)(F)F)n2)cc1,·,-8%,3%,-10%,-26%,-0.3%,·,·,3%
O=C(CCC(=O)N1CC2CCCN2c2ccccc21)NCc1ccccc1 (stereo not drawn),·,-1%,15%,-11%,-2%,-1.0%,·,·,-14%
CC1(C(=O)Nc2ccc3c(c2)OCO3)CCN1C(=O)Cc1cccs1 (stereo not drawn),-0.8,·,-15%,-2%,-16%,-0.6%[9.22 µM],·,i,·
CCOc1cccc2cc(C(=O)OCC(=O)Nc3c(C)cccc3CC)c(=O)oc12,-1.3,-3%,0%,3%,-8%,4.5%,-1%,i,12%
CC(=O)c1ccc(Nc2nc(C)cc(C)n2)cc1,0.4,3%,0%,14%,-3%,8.6%,1%,i,?
Cc1cccc(C)c1NC(=O)CNCC(=O)Nc1c(C)cccc1C,0.5,1%,2%,-5%,4%,-0.1%,-2%,i,8%
COc1cccc2oc3ccc(C#CC4(N)CCCCC4)cc3c(=O)c12,-2.9,3%,?,-6%,-76%,7.8%,1%,i,9%
O=[N+]([O-])c1ccc(Cl)c(-c2ccc(/C=N/c3c(-c4ccco4)nc4ccccn34)o2)c1,0.1,0%,-5%,0%,6%,0.6%,-2%,i,?
COc1ccc(C(=O)c2cn(CC(=O)Nc3cc(C)ccc3C)c3nc(C)ccc3c2=O)cc1,·,2%,-14%,-11%,1%,-0.6%,·,·,?
O=C(NCC1CCCO1)c1ccccc1 (stereo not drawn),-0.9,-7%,-10%,10%,19%,-0.8%,·,i,-8%
CC(Oc1ccc(-c2ccccc2)c(F)c1)c1ccn(S(=O)(=O)c2cccc3ccccc23)n1 (stereo not drawn),1.9,9%,-3%,14%,0%,-0.2%,1%,i,-7%
COCCN(C(=O)c1c(C)noc1C)c1c(N)n(CC(C)C)c(=O)[nH]c1=O,-1.0,2%,-2%,6%,3%,-0.1%,1%,i,8%
COc1ccc(CN2CCCC(CO)(Cc3ccc(F)cc3)C2)c(OC)c1OC (stereo not drawn),-0.4,1%,-3%,0%,-44%,0.1%,-3%,i,9%
Cc1cc(C)nc(SCc2nnc(SCC(=O)Nc3ncc(C)s3)n2Cc2ccco2)n1,-2.5,-12%,1%,8%,-8%,1.8%,-3%,i,-8%
N#Cc1ccsc1NC(=O)COC(=O)c1ccc(NC(N)=O)cc1,-2.7,1%,-4%,0%,5%,6.3%,2%,i,7%

# Part of the list above, limited to Abeta rescue:
molecule | Abeta rescue
COc1ccc(C(=O)c2cn(CC(=O)Nc3cc(C)ccc3C)c3nc(C)ccc3c2=O)cc1 | -11%
O=C(NCC1CCCO1)c1ccccc1 (stereo not drawn) | 10%
CC(Oc1ccc(-c2ccccc2)c(F)c1)c1ccn(S(=O)(=O)c2cccc3ccccc23)n1 (stereo not drawn) | 14%

# (further entries)
SMILES,CCT modulator,A549 viability,TGFb SMAD3 inh,Abeta rescue,HepG2 tox,Nrf2 ARE act,MmCpn inh,pAkt inh,Nrf2 inh
CN1CCN(CCC(=O)Nc2ccccc2)CC1,-2.3,-9%,-8%,6%,3%,0.0%,-5%,i,-4%
Cc1occc1-c1nnc(SCCCC(=O)c2ccc(F)cc2)n1C,-3.8,-6%,?,-13%,-18%,0.3%,2%,i,-3%
COc1ccc(C(=O)OC(C)CN2CCOCC2)cc1OC (stereo not drawn),-2.6,1%,-23%,-12%,-5%,-0.4%,-3%,i,1%
CCOc1c(C)cnc2c1c(=O)n(Cc1ccccc1Cl)c(=O)n2C,-4.3,-13%,3%,-15%,-3%,-2.7%,-15%,i,11%
OC[C@@H]1CN(Cc2ccc(-c3ccccc3)cc2)C[C@H](n2cnc3c(N4CCOCC4)ncnc32)O1,-0.1,·,?,5%,-28%,2.8%,·,i,·
OC(CN1CCCCCC1)CN(c1ccccc1)c1ccccc1 (stereo not drawn),-2.1,0%,?,-4%,-36%,0.1%,-2%,i,5%
CC1(C(=O)NS(=O)(=O)c2ccccc2)CCN1C(=O)c1ccccc1 (stereo not drawn),-2.1,·,?,5%,14%,0.4%[9.22 µM],·,i,·
COc1cccc(C2c3[nH]c4ccccc4c3C[C@H]3C(=O)N(c4ccccc4C(=O)N4CCC[C@H]4C(=O)O)C(=O)N23)c1 (stereo partly drawn),-2.8,15%,0%,-2%,5%,0.4%,-1%,i,-8%
Cc1ccc(Nc2ncnc(-n3cccc3)n2)cc1Cl,0.2,-1%,-20%,-2%,-43%,?,-1%,i,?
CCC(=O)Nc1ccc2nc3c(=O)[nH]c(=S)[nH]c3nc2c1,-2.9,?,0%,-9%,5%,0.1%,-1%,i,10%
CC(NC(=O)C(=O)NCCc1c[nH]c2ccccc12)c1ccccc1 (stereo not drawn),-2.2,-1%,2%,-3%,0%,0.2%,3%,i,4%
COC(=O)C1=C(C)N(c2ccccc2)C(=S)NC1c1ccccc1C(F)(F)F (stereo not drawn),1.5,-11%,-7%,-47%[inhibitor],-27%,-0.4%,-2%,i,?
COc1ccc(OC)c(NC(=O)/C=C/c2ccccc2[N+](=O)[O-])c1,-0.7,2%,-7%,3%,-48%,22%,2%,i,-4%
CCOC(=O)c1ccc(Nc2nc(-c3cccnc3)nc3ccccc23)cc1,-1.7,?,-16%,8%,-10%,0.5%,-3%,i,?
COCc1ccccc1Cn1cnc2c1c(=O)n(C)c(=O)n2C,-1.1,-2%,-2%,1%,0%,4.4%,1%,i,-8%
CCc1ccc(NC(=O)Cn2c(=O)n(CCCC(=O)NCc3ccco3)c(=O)c3ccccc32)cc1,-1.7,-4%,0%,3%,-23%,4.6%,1%,i,·
CC1(C)Cc2c(cnn2-c2ccc(F)cc2)C(NC(=O)CCN2CCCCC2=O)C1 (stereo not drawn),2.0,-4%,-2%,-11%,5%,-0.4%,2%,i,18%
COc1cc(C(=O)Nc2ccc(C(C)=O)cc2)c(Br)c(OC)c1OC,-1.4,13%,4%,-27%,-9%,3.8%,-1%,i,5%
CCCn1c(-c2cccc(F)c2)nc2c1c(=O)[nH]c(=O)n2Cc1ccccc1,-4.0,-1%,10%,-11%,-37%,2.5%,0%,i,-10%
CCOC(=O)c1ccc(NCC(O)COc2ccccc2)cc1 (stereo not drawn),-0.1,9%,-23%,12%,-28%,3.0%,-2%,i,·
COc1ccc(C2C(C(=O)c3ccco3)=C(O)C(=O)N2CCc2ccccc2)cc1OC (stereo not drawn),-27,-18%,-3%,-27%,0%,-0.6%,-1%,i,-30%
O=C(NN1C(=O)c2ccc3c4c(ccc(c24)C1=O)CC3)c1ccc(Br)cc1,-0.4,0%,2%,-10%,-16%,0.5%,1%,i,-11%
O=C(CNC(=O)c1ccccc1)NCC(=O)OCC(=O)c1cccc2ccccc12,·,1%,-8%,·,0%,·,·,·,0%
COc1ccc(OC)c(CNC(=O)CCc2nc(-c3cccs3)no2)c1,-0.7,1%,-19%,-9%,-40%,-0.3%,0%,i,3%
COc1ccc(C(=O)N2CCN(CC(=O)N3CCOCC3)CC2)cc1,-0.6,1%,4%,-1%,-15%,0.2%,0%,i,10%
O=C(NC1CC1)C1CCN(C2CCN(C(=O)c3c(F)cccc3Cl)CC2)CC1,-4.0,4%,17%,-20%,6%,0.4%,1%,i,-2%
COc1ccc(-c2cc3nc(-c4ccc(C)cc4)cc(C(F)(F)F)n3n2)cc1,·,7%,-10%,-14%,-25%,0.5%,·,·,?

# Compound activity (PubChem BioAssay)

# Outcome played no part in choosing rows. About 4.3% of those tested had a hit in this group.
